Source: PubChem (National Center for Advancing Translational Sciences (NCATS))
NPC1 prom act: qHTS Assay for NPC1 Promoter Activators; Potency, µM (doses to about 9.22 µM), without a hit: at the top dose activation, most hits filed as activators; 2.4% of 320,000 active; Huh7 NPC1 promoter luciferase reporter, 24 h;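 also: potency is read from the fitted curve at half-maximal effect; % of control where 0% means no effect; nearly all actives have a fitted effect of over 60% in size; reporter is driven by a mutant NPC1 promoter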
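Luciferase expression driven by the NPC1 promoter was measured in stably transfected Huh7 cells after a 24 h compound incubation, using a luciferase reagent and a luminescence read.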
RORgamma inh: qHTS for inhibitors of ROR gamma transcriptional activity. Nuclear receptor ROR-gamma (Mus musculus), P51450. Drosophila S2 Gal4-RORgamma UAS-luciferase reporter, 20 h. Potency, µM (highest dose often 53.6 µM), without a hit: at the highest dose activity change, negative = inhibition, usual class: inhibitors. 5.4% of 310,000 active. AID 2551, 2010; also: potency is read from the fitted curve at half-maximal effect; % is scaled to controls: 0 for no effect and ±100 for the full control effect; nearly all actives have a fitted effect of over 60% in size
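Drosophila S2 cells stably expressing Gal4-DBD/mouse RORγ fusion under metallothionein promoter plus UAS-luciferase; compound 1 h, then 700 uM CuSO4 induction for 20 h at ambient temperature; inhibition read as reduced luminescence.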
KCNH2 3.1 block: qHTS for Inhibitors of KCHN2 3.1: Mutant qHTS. 0.95% of 340,000 active. U2OS KCNH2 3.1, thallium flux FluxOr; stronger effect = lower value. Potassium voltage-gated channel subfamily H member 2, brain isoform KCNH2 3.1 (human). AID 720553, 2013. activity change, % (tested at about 1.8 µM);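 active = maximum activity change below -70%; inconclusive = maximum activity change from -70% to -50%; inactive = maximum activity change above -50%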;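 also: thallium influx rate constant from kinetic fluorescence after stimulation buffer; % is scaled to controls: 0 for no effect and ±100 for the full control effect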
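We transduce U2OS cells with the mutant 3.1 virus, culture them overnight, load FluxOr with Red40 quencher for 45 min, then add stimulation buffer and read kinetically for 2 min to derive a normalized rate constant.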
Rab9 promoter act: qHTS Assay for Rab9 Promoter Activators; Huh7 Rab9 promoter-luciferase reporter, luminescence, 24 h; Potency, µM (series often up to 9.22 µM), for the others: at the highest dose activation, negative = inhibition, usual class: activators; 2.8% of 320,000 active; also: potency is read from the fitted curve at half-maximal effect; % of control where 0% means no effect; nearly all actives have a fitted effect of over 60% in size
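Cell-based reporter: Huh7 stable for Rab9 promoter-driven luciferase, plated in reduced-serum medium with 10% FBS at 1500 cells/well, compound-treated 24 h at 37 °C, luminescence read after 10 min reagent.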
FLuc modulator: qHTS profiling assay for firefly luciferase inhibitor/activator using purifed enzyme and Km concentrations of substrates (counterscreen for miR-21 project); Luciferin 4-monooxygenase (Photinus pyralis), P08659; purified FLuc, Km substrates, luminescence inhibition; Potency, µM (series often up to 57.5 µM), for the others: top-dose activity change, negative = inhibition, usual class: inhibitors; 6.9% of 360,000 active; AID 588342, 2011;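 also: potency is read from the fitted curve at half-maximal effect; plate controls were vehicle for no effect and reference inhibitor for full effect; nearly all actives have a fitted effect of over 55% in size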
Target sequence (P08659 whole entry, looked up): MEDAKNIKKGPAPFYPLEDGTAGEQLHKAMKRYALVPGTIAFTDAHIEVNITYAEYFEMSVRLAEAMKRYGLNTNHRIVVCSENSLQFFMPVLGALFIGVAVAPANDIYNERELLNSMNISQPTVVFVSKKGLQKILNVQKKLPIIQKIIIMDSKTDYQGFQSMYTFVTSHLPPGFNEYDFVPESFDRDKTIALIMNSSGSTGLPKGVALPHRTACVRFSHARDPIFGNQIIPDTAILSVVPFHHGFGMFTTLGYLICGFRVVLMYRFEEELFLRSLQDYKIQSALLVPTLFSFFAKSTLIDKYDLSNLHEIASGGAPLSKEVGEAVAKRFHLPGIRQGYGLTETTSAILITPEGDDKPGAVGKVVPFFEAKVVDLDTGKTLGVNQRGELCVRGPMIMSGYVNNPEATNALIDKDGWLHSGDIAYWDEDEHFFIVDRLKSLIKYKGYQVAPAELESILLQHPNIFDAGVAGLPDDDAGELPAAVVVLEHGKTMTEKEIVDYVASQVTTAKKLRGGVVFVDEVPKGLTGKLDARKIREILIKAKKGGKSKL
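Purified P. pyralis luciferase, 10 nM final, with Km-level 10 uM D-luciferin and 10 uM ATP in 50 mM Tris acetate pH 7.5, 10 mM Mg acetate, 0.01% Tween-20, 0.05% BSA; 6-point qHTS titration about 60 µM downward; luminescence read.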
ELG1 repair inh: qHTS screen for small molecules that inhibit ELG1-dependent DNA repair in human embryonic kidney (HEK293T) cells expressing luciferase-tagged ELG1; HEK293T ELG1-luciferase reporter, luminescence, 16 h; DNA damage induced by 5-fluorouridine; Potency, µM (doses to about 46.1 µM), without a hit: at the highest dose activity change, negative = inhibition, hits mostly inhibitors; 2.3% of 330,000 active; also: potency is read from the fitted curve at half-maximal effect; % is scaled to controls: 0 for no effect and ±100 for the full control effect; nearly all actives have a fitted effect of over 55% in size
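Reporter activity after DNA damage by 5-fluorouridine is monitored. Compound-treated cells incubate 16 hr at 37 °C, then ONE-Glo is added for 30 min before luminescence reading.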
Gal4-VP16 FLuc: VP16 counterscreen qHTS for inhibitors of ROR gamma transcriptional activity | Potency, µM (series often up to 53.6 µM), without a hit: at the highest dose activity, negative = inhibition, hits mostly inhibitors | Drosophila S2 Gal4-VP16 UAS-luciferase, luminescence, 20 h | AID 2546, 2010 | 3.5% of 310,000 active;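 also: Gal4-VP16 expression switched on by copper sulfate through the metallothionein promoter; potency is read from the fitted curve at half-maximal effect; % is scaled to controls: 0 for no effect and ±100 for the full control effect; nearly all actives have a fitted effect of over 50% in size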
Menin MLL FP TR: qHTS Assay for Inhibitors Targeting the Menin-MLL Interaction in MLL Related Leukemias: Competition With Texas Red Labeled MLL-derived Mutant Peptide | AID 1768, 2009 | O00255 | Potency, µM (highest dose often 61.6 µM), for inactives: top-dose FP activity change, negative = inhibition, most hits filed as inhibitors | 0.23% of 270,000 active | Menin + Texas Red MLL mutant peptide, fluorescence polarization; active = well fitted inhibition curve with a large enough effect in the polarisation, with a control signal flat, not every such curve was filed as active; inconclusive = small, poorly fitted or top-dose-only effect, or effect the other way, or a change in a side signal; inactive = no such curve, though single readings can be large or run the other way; the % refers to the polarisation; also: potency is read from the fitted curve at half-maximal effect; % of control where 0% means no effect; many of its hits are not listed in these tables
PKM2 act: qHTS Assay for Activators of Human Muscle isoform 2 Pyruvate Kinase; Pyruvate kinase PKM (Homo sapiens), P14618; 0.34% of 260,000 active; AID 1631, 2009; purified PKM2, Kinase-Glo ATP luminescence, activation; response scale: 0% is enzyme alone, no compound; Potency, µM (top dose mostly 57.5 µM), for the others: at the top dose activation, usual class: activators; also: potency is read from the fitted curve at half-maximal effect; % is scaled to controls: 0 for no effect and ±100 for the full control effect; nearly all actives have a fitted effect of over 55% in size
Target sequence (P14618 whole entry, looked up, canonical isoform): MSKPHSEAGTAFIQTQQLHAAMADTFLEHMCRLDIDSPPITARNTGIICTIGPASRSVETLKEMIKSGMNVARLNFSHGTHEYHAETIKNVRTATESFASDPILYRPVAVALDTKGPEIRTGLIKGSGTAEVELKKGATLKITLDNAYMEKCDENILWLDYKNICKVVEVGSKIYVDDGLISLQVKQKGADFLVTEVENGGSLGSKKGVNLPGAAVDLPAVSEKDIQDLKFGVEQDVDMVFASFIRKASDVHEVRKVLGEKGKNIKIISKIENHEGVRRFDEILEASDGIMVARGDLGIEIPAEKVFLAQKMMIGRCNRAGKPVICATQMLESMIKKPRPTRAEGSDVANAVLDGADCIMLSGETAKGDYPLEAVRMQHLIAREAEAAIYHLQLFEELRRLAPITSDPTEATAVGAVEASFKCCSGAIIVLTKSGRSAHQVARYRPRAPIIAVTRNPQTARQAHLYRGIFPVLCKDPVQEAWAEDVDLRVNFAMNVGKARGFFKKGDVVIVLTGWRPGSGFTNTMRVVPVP
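hPK-M2, >95% pure; 0.1 mM ADP / 0.5 mM PEP final; imidazole pH7.2 buffer w/ 7 mM MgCl2, 50 mM KCl; 1 h RT; Kinase-Glo lum. Intermediate enzyme activity for dual inhibitor/activator qHTS.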
MBNL1 CUG block: qHTS Assay for Inhibitors of MBNL1-poly(CUG) RNA binding; 0.036% of 280,000 active; TR-FRET MBNL1-His/biotin-(CUG)12 binding, 665/545 ratio; Muscleblind-like protein 1 (Homo sapiens), Q9NR56; Potency, µM (top dose mostly 57.5 µM), for inactives: at the highest dose activity change, negative = inhibition, hits mostly inhibitors; AID 2675, 2010; active = well fitted inhibition curve with a large enough effect in the signal ratio, with a control signal flat, not every such curve was filed as active; inconclusive = small, poorly fitted or top-dose-only effect, or effect the other way, or a change in a side signal; inactive = no such curve, though single readings can be large or run the other way; the % refers to the signal ratio; also: potency is read from the fitted curve at half-maximal effect; % is scaled to controls: 0 for no effect and ±100 for the full control effect
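Ratiometric TR-FRET (665 over 545 nm, excitation 340 nm) tracks disruption of MBNL1-His/biotin-(CUG)12 complex after 60 min at room temperature, with compounds at 92 nM to 58 uM final.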
Mito fusion act: qHTS Assay for Small Molecule Inhibitors of Mitochondrial Division or Activators of Mitochondrial Fusion; S. cerevisiae fusion-defective mutant growth rescue, CellTiterGlo 48 h; Potency, µM (top dose mostly 46.1 µM), without a hit: at the top dose growth rescue (activation), usual class: activators; 0.23% of 320,000 active; AID 485298, 2010;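 also: potency is read from the fitted curve at half-maximal effect; % of control where 0% means no effect; nearly all actives have a fitted effect of over 45% in size; temperature-sensitive fusion mutants such as fzo1-1 at 37 °C on non-fermentable ethanol glycerol medium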
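Compounds are tested for their ability to restore growth of mitochondrial fusion-defective yeast strains at non-permissive 37C in YPEG medium over 48 hours. Viability is quantified by luciferase luminescence.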
The depositor's hits bear a star; ? = inconclusive; . = no result given; & = joins results of further samples; [ ] = another dose, or the depositor's remark. Unless noted, calls follow the shape of the dose curve; as a rule, active = well fitted curve in the direction sought with a large enough effect; inconclusive = small, poorly fitted or top-dose-only effect, or another doubt; inactive = no such curve, though single readings can be large; an effect the other way counts as inactive or inconclusive. Not all compounds are listed (hit frequency here may not be typical).

SMILES	NPC1 prom act	RORgamma inh	KCNH2 3.1 block	Rab9 promoter act	FLuc modulator	ELG1 repair inh	Gal4-VP16 FLuc	Menin MLL FP TR	PKM2 act	MBNL1 CUG block	Mito fusion act
Nn1c(Cc2ccccc2F)nnc1SCCOc1ccc(Cl)cc1	-3%	43%	15	-6%	2%	-15%	-3%	2%	19%	.	7%
COc1ccc(NC(=O)CN(C)C(=O)c2cccc(S(=O)(=O)Nc3ccccc3Cl)c2)cc1	3%	.	-3	-2%	0%	-2%	.	.	.	.	-1%
O=C(Cc1ccccc1[N+](=O)[O-])NNC(=O)c1cccs1	8%	.	-14	-2%	-2%	?	.	.	.	.	2%
O=C(O)CCC(=O)NC1CCCCC1	5%	6%	9	9%	3%	3%	0%	-8%	-2%	1%	0%
CCOc1cc(NC(=S)NCC2CCCO2)c(OCC)cc1NC(=O)c1cccc(F)c1 (stereo unspecified)	-3%	3.5µM*	-33	1%	4%	?	4.5µM*	-6%	-1%	7%	-1%
NS(=O)(=O)c1cccc(NC(=O)COC(=O)CC2CC3CCC2C3)c1 (stereo unspecified)	-5%	-8%	-28	-2%	-19%	0%	0%	23%	-2%	-2%	-1%
Cc1nc(N)nc2c1CCCC2	3%	-1%	2	-2%	5%	16%	-1%	3%	0%	-3%	9%
O=C(CSc1nc(-c2ccco2)cc(C(F)(F)F)n1)N1CCCc2ccccc21	-4%	40%	-26	-1%	-1%	?	-13%	-9%	-2%	1%	-3%
CC(C)(C)C(=O)C1=C(O)C(=O)N(c2ccccc2)C1c1ccccc1 (stereo unspecified)	1%	-18%	1	7%	-2%	1%	-4%	17%	0%	94%[activator]	7%
CN(CC(=O)Nc1ccncc1)S(=O)(=O)c1ccc(Br)cc1	-1%	7%	-7	-6%	1%	?	-8%	6%	11%	5%	0%
O=C(Nc1ccccc1N1CCOCC1)c1ccccc1NS(=O)(=O)c1ccc(F)cc1	-3%	?	-18	-6%	1%	-6%	-3%	.	14%	3%	6%
NC(=O)C1CCN(Cc2nc3ccccc3c(=O)[nH]2)CC1	-1%	-10%	-5	3%	7%	-3%	8%	.	-1%	1%	-1%
O=C(CCn1cccn1)Nc1ccc(-c2ccno2)cc1	22%	11%	5	18%	-11%	?	-3%	14%	.	-2%	-8%
COc1ccc(CNc2ccc(Br)cc2)cc1	?	10%	-5	?	24µM*	?	-18%	?	0%	-3%	12%
CCN(CC)S(=O)(=O)c1ccc(N2CCN(C)CC2)c(NC(=O)Nc2ccc(C)cc2)c1	13%	?	-5	1%	-15%	?	?	-13%	-4%	-2%	21%
Nc1cccnc1Sc1cc(Cl)cc(Cl)c1	1%	12%	-29	-7%	0%	10%	19%	13%	14%	2%	1%
CC(C#N)(NC(=O)CN1CCN(S(=O)(=O)c2ccccc2Cl)CC1)C1CC1 (stereo unspecified)	1%	.	-14	-1%	.	11%	.	.	.	.	-8%
O=C(CCNC(=O)c1ccc(Br)cc1)NCC1COc2ccccc2O1 (stereo unspecified)	22%	-1%	-1	?	?	?	11%	1%	0%	-7%	-6%
COc1ccc(C2=CC(c3sccc3C)n3nnnc3N2)cc1 (stereo unspecified)	2.8µM*	?	-10	2.8µM*	-10%	?	3%	?	-2%	5%	0%
O=C(COc1cc(F)ccc1[N+](=O)[O-])Nc1ccc2c(c1)OCO2	-3%	.	8	20%	?	?	.	.	.	.	-2%
COc1cc(C)nc(Oc2ccc(=O)n(C)n2)n1	-4%	-15%	3	3%	-1%	14%	5%	-9%	3%	0%	0%
CC(C)(C)c1ccccc1NC(=O)Cn1c(=O)cnc2ccccc21	-4%	5%	12	0%	14%	-9%	-3%	-1%	5%	?	0%
CSc1nc(N)c2c(C)c(C)sc2n1	-2%	29%	14	-4%	-24%	?	5%	11%	0%	5%	9%
Cc1cc(C)nc(NC(=O)c2cccc([N+](=O)[O-])c2C)n1	-1%	9%	9	5%	1%	?	-9%	?	4%	-20%	0%
Cc1ccc(C(=O)N/C(=C/c2ccco2)C(=O)N2CCC(C)CC2)cc1	-6%	1%	-14	-6%	?	?	3%	?	.	1%	-1%
COc1ccc(NC(=O)CCC(=O)N(Cc2ccc(OC)c(OC)c2)c2nccs2)c(OC)c1	-1%	0%	3	-2%	-11%	15%	2%	2%	-1%	9%	6%
CCSc1nnc(N(CCC(=O)O)CCC(=O)O)s1	2%	-8%	-5	-8%	3%	?	11%	-4%	19%	-10%	-1%
COc1ccc(CN(C(=O)/C=C/c2ccco2)C2CCS(=O)(=O)C2)cc1 (stereo unspecified)	-6%	38%	1	-3%	-2%	5%	27%	.	?	.	1%
CC(C)Cn1c(N)c(C(=O)CSc2n[nH]c(N)n2)c(=O)n(C)c1=O	0%	.	-1	-7%	6%	18%	.	.	.	.	-5%
Cc1c(C(=O)O)cccc1-n1c(C)cc(C=O)c1C	-3%	2%	3	-1%	-14%	21%	-3%	7%	-5%	6%	-3%
O=C(Nc1cc(S(=O)(=O)N2CCOCC2)ccc1N1CCOCC1)C1CCCO1 (stereo unspecified)	0%	11%	11	12%	-1%	-8%	2%	-12%	-20%	-4%	0%
CC1CCCN(S(=O)(=O)c2ccc3c(c2)C(C)(C)C(=O)N3C)C1 (stereo unspecified)	-2%	?	-2	-3%	1%	?	-5%	-8%	1%	-4%	2%
CCCc1ccc(-c2c(C)sc(NC(=O)c3ccnn3C)c2C#N)cc1	-3%	-35%	-1	-8%	?	18µM*	?	1%	-3%	-3%	-2%
Cc1c(OCc2nn[nH]n2)ccc2c(-c3ccccc3)cc(=O)oc12	-19%	?	-9	4%	?	1%	-3%	16%	12%	?	9%
Cc1ccc(CSCC(=O)Nc2ccccc2F)cc1	1%	14%	26	5%	?	?	10%	-12%	5%	-7%	-2%
O=Cc1ccc(Sc2nnc(-c3ccccc3)o2)c([N+](=O)[O-])c1	1%	-19%	-11	9%	-16%	16%	?	?	12%	?	3%
CNC(=O)C1(C)C=CCN1C(=O)c1ccccc1 (stereo unspecified)	1%	-9%&-3%	15	0%	1%	25%	-7%&-5%	?	7%&2%	?	-2%

Already shown: entries from further up.
SMILES	NPC1 prom act	RORgamma inh	KCNH2 3.1 block	Rab9 promoter act	FLuc modulator	ELG1 repair inh	Gal4-VP16 FLuc	Menin MLL FP TR	PKM2 act	MBNL1 CUG block	Mito fusion act
O=C(COc1cc(F)ccc1[N+](=O)[O-])Nc1ccc2c(c1)OCO2	-3%	.	8	20%	?	?	.	.	.	.	-2%
COc1cc(C)nc(Oc2ccc(=O)n(C)n2)n1	-4%	-15%	3	3%	-1%	14%	5%	-9%	3%	0%	0%
CC(C)(C)c1ccccc1NC(=O)Cn1c(=O)cnc2ccccc21	-4%	5%	12	0%	14%	-9%	-3%	-1%	5%	?	0%
CSc1nc(N)c2c(C)c(C)sc2n1	-2%	29%	14	-4%	-24%	?	5%	11%	0%	5%	9%
